# Source: PubChem
# FBA Mtb inh: inhibitors of M. tuberculosis fructose-bisphosphate aldolase. P9WQA3. purified M. tuberculosis FBA, fluorescence read-out. 2.3% of 360,000 active. inhibition, % at 1 µM; in the data active = inhibition above about 27%;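 also: 0% = vehicle and 100% = reference inhibitor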
# Target sequence (P9WQA3 whole entry, looked up): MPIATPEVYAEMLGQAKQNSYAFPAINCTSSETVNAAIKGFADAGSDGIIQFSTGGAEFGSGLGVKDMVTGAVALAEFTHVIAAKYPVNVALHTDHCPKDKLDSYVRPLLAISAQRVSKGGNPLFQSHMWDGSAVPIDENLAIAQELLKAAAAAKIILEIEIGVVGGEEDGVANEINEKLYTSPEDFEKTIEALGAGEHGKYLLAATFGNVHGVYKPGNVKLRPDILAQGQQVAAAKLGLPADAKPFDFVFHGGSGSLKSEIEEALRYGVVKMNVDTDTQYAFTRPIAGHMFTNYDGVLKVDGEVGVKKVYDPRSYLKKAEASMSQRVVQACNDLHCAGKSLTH
# GDH-TPI counter: GDH-TPI coupled enzyme inhibition counter-screen | GDH-TPI coupled enzyme counterscreen, NADH absorbance | inhibition, % at 4.8 µM | 1.2% of 360,000 active; in the data active = inhibition above about 30%;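 also: 0% = DMSO wells and 100% = wells lacking the enzyme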
# Mtb UGM inh: blocks M. tuberculosis UGM enzyme; P9WIQ1; purified UGM, fluorescence polarization probe displacement; inhibition, % at 10 µM; 0.06% of 320,000 active; AID 504406; in the data active = inhibition above about 10%, passing the limit was not always enough
# Rv3671c protease: inhibitors of M. tuberculosis serine protease Rv3671c; P9WHR9; AID 2606; 0.048% of 320,000 active; inhibition, % at 5.96 µM; in the data active = inhibition above about 38%;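 also: extracellular domain of Rv3671c used as enzyme; 0% = enzyme with DMSO and 100% = no enzyme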
# Target sequence (P9WHR9 whole entry, looked up, the tested form may be a part): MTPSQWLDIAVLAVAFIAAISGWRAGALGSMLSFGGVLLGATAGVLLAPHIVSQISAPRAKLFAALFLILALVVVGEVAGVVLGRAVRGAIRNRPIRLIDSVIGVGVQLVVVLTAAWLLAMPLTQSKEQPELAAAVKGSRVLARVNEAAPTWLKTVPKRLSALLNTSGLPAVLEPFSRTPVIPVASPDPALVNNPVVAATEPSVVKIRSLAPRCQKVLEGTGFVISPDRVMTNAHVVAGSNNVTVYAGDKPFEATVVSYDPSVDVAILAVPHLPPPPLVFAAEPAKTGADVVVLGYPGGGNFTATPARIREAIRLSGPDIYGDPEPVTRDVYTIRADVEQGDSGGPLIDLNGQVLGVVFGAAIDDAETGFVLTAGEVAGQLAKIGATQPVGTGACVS
# BH1578 lux ind: quorum light induction in luxS cqsA deficient V. cholerae | V. cholerae BH1578 lux reporter, luminescence, 6 h | 0.16% of 350,000 active | activation, % at 18.7 µM; in the data active = activation mostly above about 9.7%, no sharp cut-off; also: not every result past the cut was called active; inactives centre near 0; reference of the scale not given here
# DUSP3 inh: blocks human VHR1 dual specificity phosphatase | P51452 | recombinant VHR phosphatase, pNPP absorbance | inhibition, % at 13.3 µM | 0.52% of 290,000 active | AID 1654; in the data active = inhibition above about 50%; also: some compounds called inactive have numbers as strong as hits
# Target sequence (P51452 whole entry, looked up): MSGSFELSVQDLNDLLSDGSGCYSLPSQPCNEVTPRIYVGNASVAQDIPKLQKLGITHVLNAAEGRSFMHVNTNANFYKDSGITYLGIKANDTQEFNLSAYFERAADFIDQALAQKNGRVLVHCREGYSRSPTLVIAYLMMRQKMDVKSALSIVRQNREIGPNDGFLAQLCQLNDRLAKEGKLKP
# PriA SSB inh: blocks PriA binding to SSB C-terminal tail; 0.6% of 430,000 active; inhibition, % at 33 µM; AlphaScreen SSBct-PriA binding, biotinylated peptide; AID 1272365; in the data active = inhibition mostly above about 37%, no sharp cut-off; inactive = mostly below about 20%;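 also: plate controls were negative control peptide for no effect and reference peptide for full effect; strong numbers were not always called active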
# 3CLpro inhibitor: SARS-CoV 3CLpro protease inhibition; P0C6X7; recombinant SARS-CoV 3CLpro, quenched FRET peptide cleavage; inhibition, % at 6 µM; 0.14% of 290,000 active; AID 1706; in the data active = inhibition above about 12%
# Mtb BioA inh: BioA (M. tuberculosis) enzyme inhibition; purified M. tuberculosis BioA enzyme, plate reader; inhibition, % at 9.99 µM; 0.096% of 360,000 active; in the data active = inhibition above about 40%
# MazF activator: increases E. coli MazEF RNase cleavage of RNA. P0AE70. FAM/BHQ RNA-DNA oligo cleavage fluorescence, 5 h. activation, % at 20 µM. 0.32% of 350,000 active. AID 504720; in the data active = activation above about 50%
# Target sequence (P0AE70 whole entry, looked up): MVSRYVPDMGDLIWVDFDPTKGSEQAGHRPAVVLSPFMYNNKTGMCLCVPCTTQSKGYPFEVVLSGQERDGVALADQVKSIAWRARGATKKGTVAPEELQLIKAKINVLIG
# * = called active by the depositor; i = inactive; nt = no result given; + = active, no number; & = joins results of further samples. Only part of the results is shown; rates above refer to the full screens.
No.	Structure	FBA Mtb inh	MazF activator	GDH-TPI counter	BH1578 lux ind	DUSP3 inh	3CLpro inhibitor	Rv3671c protease	Mtb UGM inh	Mtb BioA inh	PriA SSB inh
1	COc1cc(CNC23CC4CC(CC(C4)C2)C3)ccc1OCc1ccccc1	-8	5	6	-0.2	-3	-2	-6	-2.6	nt	3
2	O=C(NCCC1CCCCN1S(=O)(=O)c1ccc(F)cc1)C(=O)NC1CC1 (configuration not stated)	1	-1	-4	-1.2	nt	nt	7	-0.8	0.1	-10
3	O=C(CSc1nc2ccc(Nc3nc(N4CCOCC4)nc(N4CCOCC4)n3)cc2s1)Nc1ccccc1F	-2	-11	9	i	-2	0	nt	-0.8	-2.1	-11
4	COc1ccc(CC(=O)NC(CC(=O)O)c2cccc([N+](=O)[O-])c2)cc1 (configuration not stated)	-5	3	2	-1.8	-21	3	-2	3.3	3.3	0
5	COc1cccc(NC(=O)CN(C)C(=O)/C=C/c2cn(-c3ccccc3)nc2-c2cccs2)c1	16	-8	7	-1.2	nt	nt	nt	nt	-2.0	2
6	CC1=NN(C(=O)c2csc(C(C)C)c2)C(O)(C(F)(F)F)C1 (configuration not stated)	-2	1	0	i	3	4	2	1.7	nt	-7
7	CCCCC(=O)Nc1cc(OC)c(NC(=S)NC)cc1OC	23	7	-2	0.4	-5	2	2	1.3	nt	4
8	CCOC(=O)Cn1c(CN2CC(C)OC(C)C2)nc2c1c(=O)n(C)c(=O)n2C (configuration not stated)	-3	8	-2	-1.3	3	2	0	-5.6	-1.5	2
9	Cc1ccc(CN2CCN(/N=C/c3ccccc3)CC2)cc1	0	3	-6	-0.5	-4	-1	-5	-0.6	nt	i
10	COCCCNC(=O)CCCN1C(=O)c2cccnc2Sc2ccccc21	0	3	-4	i	-25	5	3	-1.2	3.9	-2
11	CSc1nc(-c2ccc(C)cc2)[nH]c1S(=O)(=O)c1ccccc1	-2	0	5	nt	6	4	-6	0.5	2.3	7
12	Cc1ccc(S(=O)(=O)NCCOc2nc(N3CCOCC3)nc(N3CCOCC3)n2)cc1	3	-10	-4	1.8	17	-4	1	-0.9	1.2	-10
13	COC(=O)CNC(=O)c1ccc(=O)oc1	9	9	63*	i	45	1	12	-2.3	5.5	2
14	CCCCn1c(N)c(N(Cc2ccccc2OC)C(=O)CN2C(=O)NC(C)(c3ccccc3)C2=O)c(=O)[nH]c1=O (configuration not stated)	-2	2	2	-4.3	nt	nt	-7	-1.5	-1.4	-9
15	CCCC(C(=O)NC1CCCC1)N(Cc1ccc2c(c1)OCO2)C(=O)c1snc(C(N)=O)c1N (configuration not stated)	4	-1	14	i	-20	-6	-4	1.0	-1.1	-8
16	COc1cccc(NC(=O)CCC2CCN(C(=O)c3c(C)noc3C)CC2)c1	0	-4	5	i	11	1	3	-0.2	0.1	-9
17	NC1=NC(=O)/C(=C/c2cn(Cc3ccccc3)c3ccccc23)S1	0	7	18	-0.5	26	2	-150	-1.4	nt	11
18	O=C(OCc1csc(-c2ccccc2)n1)c1ccc(O)cc1	2	12	-1	-0.4	28	-4	-8	-0.8	nt	-9
19	CC(C)NC(=O)C1(C)CCCN1Cc1ccccc1C#N (configuration not stated)	2	nt	-4	0.3	nt	nt	nt	nt	0.1	nt
20	NC(Cc1ccccc1)c1csc(Nc2cc(Oc3ccccc3)ncn2)n1 (configuration not stated)	-1	nt	4	i	nt	nt	nt	nt	-1.1	nt
21	Cc1noc(C)c1C(=O)N1CCC(C(=O)c2ccc(F)cc2F)CC1	1	3	0	-0.6	18	1	-5	0.4	nt	-2
22	CCCC(=O)Nc1ccc(OCC(O)CNC(C)C)c(C(C)=O)c1 (configuration not stated)	7	4	3	i	9	2	5	-2.6	-4.1	-20
23	Nc1ccccc1C(=O)NCCCN1CCN(c2cccc(Cl)c2)CC1	54*	9	1	-0.6	nt	nt	-5	0.1	nt	12
24	Cc1ccccc1-n1c(SCC(=O)N2CCC(C(=O)O)CC2)nnc1-c1ccncc1	2	9	8	-0.2	16	1	-1	-0.2	-0.5	-18

# Compound profiles, as listed above. Values in the order: FBA Mtb inh	MazF activator	GDH-TPI counter	BH1578 lux ind	DUSP3 inh	3CLpro inhibitor	Rv3671c protease	Mtb UGM inh	Mtb BioA inh	PriA SSB inh
# Listed for CCCCn1c(N)c(N(Cc2ccccc2OC)C(=O)CN2C(=O)NC(C)(c3ccccc3)C2=O)c(=O)[nH]c1=O (configuration not stated) → -2	2	2	-4.3	nt	nt	-7	-1.5	-1.4	-9
# Listed for COC(=O)CNC(=O)c1ccc(=O)oc1 → 9	9	63*	i	45	1	12	-2.3	5.5	2

# Other results follow.
No.	Structure	FBA Mtb inh	MazF activator	GDH-TPI counter	BH1578 lux ind	DUSP3 inh	3CLpro inhibitor	Rv3671c protease	Mtb UGM inh	Mtb BioA inh	PriA SSB inh
25	CC(=O)Nc1ccc(N2CC(C)(C)C2=O)cc1	3	5	-3	i	14	0	-1	-0.8	nt	-10
26	COc1ccccc1CCNS(=O)(=O)CCNC(=O)c1ccc2c(c1)OCO2	2	0	5	-1.4	nt	nt	-4	1.3	1.5	2&-25
27	O=C1CN(C(=O)CSc2nc3ccccc3c(=O)n2Cc2ccc(F)cc2)c2ccccc2N1	-1	-2	-1	-0.5	-1	4	-10	-0.9	0.6	0
28	COCCCNC(=O)C1CCN(S(=O)(=O)N(CC(C)C)CC(C)C)CC1	-1	10	5	i	19	-2	-4	-2.5	-3.2	0
29	Cc1cc(-n2c(C)cc(C(=O)COc3cccnc3[N+](=O)[O-])c2C)no1	4	9	10	2.1	nt	nt	nt	nt	2.3	7
30	CCOC(=O)C1=C(CC)Nc2ccccc2N/C1=N\S(=O)(=O)c1ccc(C(=O)OCC)cc1	1	2	6	-0.5	11	-2	4	2.9	nt	nt
31	COc1ccc(NC(=O)CSc2nnc(-c3ccccn3)n2N)c(OC)c1	3	-3	9	-0.1	-3	2	0	-2.6	1.7	29
32	Fc1ccc(CNCCC(Cc2ccccc2)c2ccco2)cc1 (configuration not stated)	0	1	-10	i	23	0	3	-2.5	0.3	8
33	CCOC(=O)c1c(NC(=O)COC(=O)CNC(=O)c2ccco2)sc(C)c1C	4	-2	8	i	3	1	-15	0.2	nt	12
34	CC1(C)Cc2[nH]c(=O)c(C#N)cc2CS1	11	7	9	i	12	6	-14	-1.7	-1.1	-5
35	CCC(=O)N1CCc2cc(S(=O)(=O)NC(C(=O)Nc3cccc(C)n3)C(C)C)ccc21 (configuration not stated)	-12	1	-2	i	0	-5	-4	0.3	-1.0	-14
36	CCn1c(SCC(=O)N(C)Cc2ccc(OC)c(F)c2)nc2cc(S(N)(=O)=O)ccc21	-1	1	9	-0.4	10	-3	2	0.2	6.5	6
37	CCOc1ccc(-c2nnc(SCC(=O)N3CCN(c4ccccc4)CC3)o2)cc1	0	-3	1	-0.3	12	0	-2	4.8	-1.2	3
38	CNC(=O)c1[nH]cnc1C(=O)N[C@@H](Cc1ccccc1)C(=O)OCc1ccccc1	8	0	6	i	7	1	-5	3.8	-3.3	8
39	CC(C)NC(=O)CSc1ccccc1C(=O)NNC(=O)Cn1ccc(C(F)(F)F)n1	-1	-1	1	-3.7	nt	nt	2	-0.1	-2.4	-5
40	CC(C)C(=O)N/N=C/c1ccc(OCc2ccccc2)cc1	-1	4	9	i	19	8	-8	-1.9	0.5	nt
41	Cc1ccc(S(=O)(=O)N2CCC(=O)N(C(COCc3ccc(C(F)(F)F)cc3)Cc3ccccc3)CC2)cc1 (configuration not stated)	0	1	15	i	4	-3	-15	1.3	-2.2	6
42	O=C(CN1C(=O)c2ccccc2S1(=O)=O)N1CCN(c2ccccc2)CC1	4	-1	-7	0.5	24	-3	-2	3.9	nt	-2
43	COc1ccc(C(=O)C2CCN(C(=S)NCCc3ccccc3)CC2)cc1	-6	-5	-4	-0.5	29	0	-2	1.7	nt	2
44	CN1C(=O)C(Cc2ccc3c(c2)OCO3)C(=O)N(C)C1=O	nt	nt	nt	nt	-15	-2	-8	-0.4	nt	nt
45	Cc1ccc(C)c(S(=O)(=O)N2CCCCC2CCNC(=O)C(=O)NCc2ccccc2)c1 (configuration not stated)	0	-17	8	i	nt	nt	1	nt	-1.9	0
46	CCCC(=O)Nc1ccc(C(=O)N/N=C/c2cccnc2)cc1	0	-4	5	-0.7	-4	1	-13	-1.5	0.3	nt
47	CC(C)(C)OC(=O)NCCCCCNC(=O)c1nc[nH]c1C(=O)NCc1ccc(CNC(=O)OC(C)(C)C)cc1	3	-2	11	0.5	nt	nt	-9	2.6	-3.6	-5
48	Cc1cc(C(=O)Cn2nnc3ccccc3c2=O)c(C)n1-c1c(C)n(C)n(-c2ccccc2)c1=O	-1	-3	0	-1.7	14	0	1	1.5	0.7	-3
49	Cc1ccc(N=Cc2nc(-c3ccc(C)cc3)oc2O)cc1	4	-10	6	-0.4	-20	-3	nt	nt	nt	-9
50	Cc1cc2oc3ccc(NCCC4CCCN4C)cc3c(=O)c2cc1C (configuration not stated)	-1	10	15	i	nt	nt	1	0.6	-0.4	15
51	CCc1c(C)c2cc(Cl)c(O)c(CN3CCCC3)c2oc1=O	+	-1	8	i	24	10	nt	-1.1	0.2	-1
52	CCOc1cccc(NCc2cc3c(C(C)(C)C)nn(-c4ccccc4)c3[nH]c2=O)c1	5	-24	19	i	2	2	8	-0.7	-0.8	12
53	COc1cc(NC(=O)CC(C)n2ccnc2)cc(OC)c1 (configuration not stated)	3	4	5	i	22	-2	3	1.2	-1.1	-10
54	O=C(c1ccccc1/S(=N/S(=O)(=O)c1ccccc1)N1CCOCC1)N1CCOCC1 (configuration not stated)	-4	8	5	-0.4	-6	1	-2	-3.6	nt	nt
55	Cc1cccc2nc3c(nc12)-c1ccccc1C3=O	0	7	-6	-0.7	-23	-3	-6	-0.5	nt	-1
56	COc1ccc(NC(=O)CC2C(=O)N(c3cccc(OC)c3)C(=O)N2CCC(C)C)cc1 (configuration not stated)	-2	-1	-2	i	-6	-6	-2	2.4	0.2	-9
57	COc1ccc(-c2ccc(C(=O)Nc3ccc(OC)nc3)c3occc23)c(C)c1	-2	nt	-8	-5.6	nt	nt	nt	nt	-0.3	nt
58	Cc1ccc(N=Cc2cc3c(cc2[N+](=O)[O-])OCO3)cc1[N+](=O)[O-]	2	12	7	-0.4	nt	nt	9	0.0	0.4	-5
59	COc1ccccc1NC(=O)CSc1nccc(-c2ccco2)n1	-2	3	11	i	nt	nt	4	0.4	2.0	5
60	COc1ccccc1COn1c(=O)c(-c2ccco2)[n+]([O-])c2ccccc21	5	8	1	i	-11	-1	-4	-1.5	nt	-4
61	Clc1ccc(Nc2ncn[nH]2)cc1	4	-6	1	i	33	1	9	3.5	-2.0	-12
62	CC(=O)C1C(C)CC2C3CCC4CC(=O)CCC4(C)C3CCC21C (configuration not stated)	1	-8	10	i	nt	nt	nt	nt	-1.2	-16
63	COc1ccc(NC(=O)N2CCCC(CNS(=O)(=O)c3cccs3)C2)c(C)c1 (configuration not stated)	3	3	5	-0.3	43	6	-3	0.8	nt	-3
64	CN(O)C(=S)c1ccccc1	-1	17	-4	-5.6	nt	nt	nt	nt	nt	-2
65	O=C1OC[C@@H]2CCCN2C(=O)[C@@H](CC(=O)N(CCO)Cc2ccccc2)C/C=C\CC[C@H]1Cc1ccc(F)cc1	2	4	-1	-1.3	nt	nt	-1	-4.3	1.3	nt
66	N=C1/C(=C/c2ccc(OC(=O)c3ccco3)cc2)C(=O)N=C2SC=CN12	0	1	10	-0.5	32	3	0	1.6	nt	-8
67	COc1ccc(CNC(=O)c2cc(-c3cc(C)cc(C)c3O)n[nH]2)cc1	0	3	3	-0.3	4	2	-7	0.4	-2.3	-4
68	CC(C)OCC(O)CN1CCC(Cc2ccccc2)CC1 (configuration not stated)	-6	2	-16	-0.2	-3	-1	-1	-4.3	-0.4	-16
69	CCC(=NC(C)c1ccccc1)c1c(O)[nH]c(=O)[nH]c1=O (configuration not stated)	0	-10	14	-0.3	14	2	4	1.3	0.4	-4
70	COCCNc1nnc(SCC(=O)c2ccc3c(c2)OCO3)s1	1	-16	15	i	10	0	3	-1.7	-2.7	-6
71	Cc1ccc(C)c(N(C)S(=O)(=O)c2ccc3c(c2)oc(=O)n3C)c1	1	2	3	-0.1	nt	-3	4	-2.5	0.6	-3
